Compound activity as filed in PubChem.
IL-2 act – activates IL-2 in a cell-based reporter assay. IL-2 activation reporter assay, cell-based qHTS; stimulated with anti-CD3/CD4/CD28 beads; in transgenic mouse T cells. activation, % (series mostly up to about 46 µM). actives 0.065% (n = 360,000). AID 652025; in the data active = activation above about 50%; inconclusive = mostly about 30% to 49%; also: 0% is about no effect
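First, unstimulated transgenic mouse T cells were exposed to compound for 60 min. Next, anti-CD3/anti-CD4-coated beads with anti-CD28 were added. Finally, after 18 h at 37 degrees C, EGFP and DsRed were imaged.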
PI5P4K alpha inh – inhibitors of human PI5P4K alpha; P48426; PI5P4Kalpha enzyme, ADP-Glo luminescence, 60 min; active compounds read low; max response, %; actives 1.2% (n = 330,000); active = max response of -50% or lower; inconclusive = between -30% and -50%; inactive = -30% or higher; also: value at the top dose of about 77 µM; % is scaled to controls: 0 for no effect and ±100 for the full control effect
Target sequence (P48426 whole entry, looked up): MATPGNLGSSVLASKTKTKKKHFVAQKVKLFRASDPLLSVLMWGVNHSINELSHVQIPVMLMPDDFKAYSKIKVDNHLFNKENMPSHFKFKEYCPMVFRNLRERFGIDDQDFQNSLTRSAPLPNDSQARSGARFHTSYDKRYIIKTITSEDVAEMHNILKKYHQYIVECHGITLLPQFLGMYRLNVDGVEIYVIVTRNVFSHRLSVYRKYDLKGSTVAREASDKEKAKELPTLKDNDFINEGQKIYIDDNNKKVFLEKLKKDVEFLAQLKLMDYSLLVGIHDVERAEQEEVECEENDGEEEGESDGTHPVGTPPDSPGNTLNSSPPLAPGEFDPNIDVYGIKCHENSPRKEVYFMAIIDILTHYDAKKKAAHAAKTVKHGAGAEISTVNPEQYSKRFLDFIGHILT
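qHTS, 1536-well: enzyme/substrate mix, compound by pin tool, 5 microM ATP final; RT 60 min; ADP-Glo reagents 1 (45 min) then 2 (30 min); luminescence.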
DRD3 agonist – activates the human D3 dopamine receptor | P35462 | D3R DiscoveRx beta-arrestin cells, luminescence, 90 min | max activation, % | actives 0.58% (n = 410,000) | AID 652048; in the data active = max activation above about 30%; also: 0% is about no effect; mostly tested at two doses, the higher about 12 µM
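Agonist mode: compounds and dopamine controls were applied to plated cells for 90 min at 37 degrees C after an overnight attachment at 1500 cells/well. Luminescent read-out followed 30 - 60 minutes at room temperature with DiscoveRx detection reagent.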
PLK1 PBD block – inhibitors of human PLK1 polo-box domain binding; P53350; Plk1 PBD binding of FITC phosphopeptide, fluorescence polarization; Potency, µM, without a hit: max response, negative = inhibition, usual class: inhibitors; actives 2.8% (n = 360,000); also: potency is read from the fitted curve at half-maximal effect; series mostly up to about 57 µM; % is scaled to controls: 0 for no effect and ±100 for the full control effect; nearly all actives have a fitted effect of over 65% in size
GLP1R ag – activates the human GLP-1 receptor; HEK293 GLP-1R CRE-luciferase, luminescence, 4-6 h; cells express a hypersensitive GLP-1R form; actives 0.007% (n = 380,000); P43220; Potency, µM (titrated, usually from 45.6 µM), for inactives: at the top dose activation, usual class: activators; AID 624172; also: potency is read from the fitted curve at half-maximal effect; % of control where 0% means no effect
Target sequence (P43220 whole entry, looked up): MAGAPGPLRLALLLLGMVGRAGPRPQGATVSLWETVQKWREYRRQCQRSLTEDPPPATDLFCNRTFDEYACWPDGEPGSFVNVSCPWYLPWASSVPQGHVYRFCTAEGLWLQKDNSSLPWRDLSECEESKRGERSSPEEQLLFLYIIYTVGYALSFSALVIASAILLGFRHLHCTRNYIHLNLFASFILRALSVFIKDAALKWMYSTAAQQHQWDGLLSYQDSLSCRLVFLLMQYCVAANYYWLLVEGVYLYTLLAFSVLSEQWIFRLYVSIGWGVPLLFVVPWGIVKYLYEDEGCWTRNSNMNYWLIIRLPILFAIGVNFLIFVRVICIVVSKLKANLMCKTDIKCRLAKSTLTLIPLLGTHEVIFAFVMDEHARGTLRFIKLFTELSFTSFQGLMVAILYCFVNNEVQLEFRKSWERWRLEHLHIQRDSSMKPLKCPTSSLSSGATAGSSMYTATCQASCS
GLP1R cytotox – cytotoxicity in counter-screen for GLP-1R inverse agonists | AID 624418 | HEK293 cAMP-luciferase reporter cells, luminescence, 24 h | actives 0.13% (n = 410,000) | Potency, µM (top dose mostly 38.3 µM), inactives show at the highest dose activity change, negative = inhibition, most hits filed as inhibitors;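 also: loss of luciferase light is scored as toxicity; potency is read from the fitted curve at half-maximal effect; % is scaled to controls: 0 for no effect and ±100 for the full control effect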
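Quantitative HTS format, 1536 wells, 200 cells/uL seeded. Compounds: 23 nL, 24 h, 37 °C. Detection: luciferase reagent, luminescence at 12 min RT; decreased signal taken as cytotoxic.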
D3 antag – blocks the human D3 dopamine receptor. P35462. D3R cells, DiscoveRx beta-arrestin luminescence, antagonist mode; active compounds read low. max response, negative = inhibition, %. actives 2.5% (n = 360,000). AID 652054; in the data active = max response below about -50%; inconclusive = no clear call, values can overlap the other calls; also: % is scaled to controls: 0 for no effect and ±100 for the full control effect; mostly tested at two doses, the higher about 12 µM
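Cells plated overnight at 1500 cells/well, then exposed to library compounds with dopamine controls for 90 minutes at 37 degrees C. DiscoveRx reagent added for 30–60 minutes at room temperature; luminescence read, quantitative HTS format.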
WRN helicase inh – blocks human WRN helicase. Potency, µM (series often up to 114 µM), for inactives: top-dose activity change, negative = inhibition, most hits filed as inhibitors. actives 0.46% (n = 360,000). WRN helicase unwinding, fluorescent forked duplex, kinetic; also: potency is read from the fitted curve at half-maximal effect; % is scaled to controls: 0 for no effect and ±100 for the full control effect; nearly all actives have a fitted effect of over 55% in size
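WRN at 20 nM final was preincubated with compound for 15 min at room temperature; reaction started with 100 nM forked duplex oligonucleotide carrying fluorophore and quencher plus 2 mM ATP (final). Unwinding followed kinetically by red fluorescence (ex 525/em 598 nm).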
GLP1R inv ag – inverse agonists of human GLP-1 receptor; Potency, µM (doses to about 38.3 µM), for inactives: at the highest dose activity change, negative = inhibition, actives largely listed as inhibitors; P43220; actives 1.6% (n = 410,000); HEK293 GLP-1R CRE-luciferase, luminescence, 24 h; GLP-1R form is constitutively active; also: potency is read from the fitted curve at half-maximal effect; % is scaled to controls: 0 for no effect and ±100 for the full control effect; nearly all actives have a fitted effect of over 55% in size
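HEK293 cells stably co-expressing constitutively active GLP-1R and a cAMP-responsive luciferase reporter were seeded in DMEM with 10% Nu serum, given compounds after 12 h, and incubated 24 h at 37 deg C. Luminescence was then read.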
Starred values were filed as active, the others as inactive; u = inconclusive; x = no result given; [ ] = another dose, or the depositor's remark. Unless noted, calls follow the shape of the dose curve; as a rule, active = well fitted curve in the direction sought with a large enough effect; inconclusive = small, poorly fitted or top-dose-only effect, or another doubt; inactive = no such curve, though single readings can be large; an effect the other way counts as inactive or inconclusive.

SMILES	IL-2 act	PI5P4K alpha inh	DRD3 agonist	PLK1 PBD block	GLP1R ag	GLP1R cytotox	D3 antag	WRN helicase inh	GLP1R inv ag
COc1cc(/C=N/N2CCCCC2)cc(OC)c1O	-0.1	-4	4	u	8%	4%	16	-21%	4%
COc1cccc(-n2cc3c(=O)n(C)c(=O)n(C)c3c2)c1	0.2	-2	0	-7%	2%	-2%	19	2%	17%
COc1ccccc1CC1CC(=O)N(c2ccc([N+](=O)[O-])cc2)C1=O (stereo not drawn)	-3.8	-9	-4	-13%	5%	-2%	u	4%	-12%
C=CCOc1cccn2c(N(C=O)Cc3ccccc3)c(CC)nc12	0.4	0	6	1%	-3%	1%	29	-10%	0%
CC1(C)C2CCC1(C)C(OC(=O)CCn1ccnc1)C2 (stereo not drawn)	-0.1	14	-8	-5%	2%	-6%	25	6%	u
CN1C(=O)/C(=C/c2ccco2)SC1=Nc1cccc(C(=O)O)c1	-0.4	-17	5	u	0%	-18%	16	-28%	2%
COc1ccc(C(N)c2csc(Nc3nncc4ccccc34)n2)cc1 (stereo not drawn)	-0.3	6	5	-3%	11%	3%	0	12%[57.1 µM]	0%
CCOC(=O)C1(C)/C(=N/Nc2ccc(S(N)(=O)=O)cc2)C(=O)C(=O)N1c1ccccc1 (stereo not drawn)	-1.1	1	-12	-1%	6%	u	u	-11%	5%
O=S(=O)(N1CCOCC1)n1cnc2ccccc21	-0.8	x	2	-2%	-7%	4%	5	8%	1%
COc1ccccc1CN1C[C@@H]2C[C@@H](c3ccc(Cl)cc3)N3CCC[C@@]23C1=O	-5.2	-22	7	-27%	11%	8%	-1	-7%	u
S=C(Nc1ccccc1)Nc1nc2ccccc2n1CCOc1ccccc1	-4.1	x	26	-22%	u	u	20	-1%	0%
C[C@H]1CN([C@@H](C)CO)C(=O)c2cccc(NC(=O)Nc3ccc(C(F)(F)F)cc3)c2O[C@@H]1CN(C)S(=O)(=O)c1ccccc1	-0.9	8	-16	-9%	-2%	-20%	-13	-7%	u
CN(CCO)S(=O)(=O)c1ccc2c(c1)C(=NO)c1cc(S(=O)(=O)N(C)CCO)ccc1-2	1.6	-20	-1	-5%	24%	6%	-17	7%	75%[activator]
O=C(NCCCn1ccnc1)/C(=C\c1ccccc1Cl)NC(=O)c1ccccc1	0.2	1	1	-9%	-3%	9%	-19	-25%	-3%
CCOc1ccc(N(CC)S(=O)(=O)c2cc(Br)cc3c2N(C(C)=O)C(C)C3)cc1 (stereo not drawn)	x	x	-5	x	-2%	9%	x	x	1%
CC(C)(C)NC(=O)CN1CCC(O)(c2ccc3c(c2)OCO3)CC1	1.1	-9	-1	4%	-7%	-19%	-3	2%	8%
CC(C)c1ccc2c(c1)C1Cc3ccccc3C1N2 (stereo not drawn)	-2.9	2	0	-11%	0%	54%[activator]	-25	u	-18%
CCOC(=O)C1CCN(c2c(NCCCN3CCCCC3)c(=O)c2=O)CC1	-1.9	2	-6	4%	0%	-1%	-25	-2%	-3%
O=C(O)Cc1ccccc1C(=O)O	-0.8	x	1	3%	-10%	9%	23	6%	5%
CN1CCC23c4ccccc4NC1C21CCN(C)C3Nc2ccccc21	0.0	2	11	-2%	11%	1%	6	8%	-18%
COc1ccccc1NC(=O)c1cc[n+](C)cc1	1.1	-1	2	-2%	3%	1%	13	7%	12%
Cc1ccc(C(C)C)c(OCC(O)CN(C)Cc2ccccc2)c1 (stereo not drawn)	-0.6	6	-7	-10%	22%	u	13	10%	u
COc1ccc(/C=C(\NC(=O)c2cccs2)C(=O)N2CCOCC2)cc1OC	1.2	-4	9	-4%	0%	18%	13	9%	16%
Cc1ccc(NC(=O)COc2ccc3oc4c(c3c2)CCCC4)cc1C	x	x	7	x	7%	1%	x	x	4%
CC(C)c1ccccc1NC(=O)CCCC(=O)O	-0.6	0	7	1%	-19%	-10%	0	1%	4%
O=C(CSc1ncnc2c1nnn2Cc1ccc(F)cc1)NCC1CCCO1 (stereo not drawn)	-0.7	10	-7	-13%	0%	u	-25	-6%	13µM*
CCCCNc1nc2c(c(=O)[nH]c(=O)n2C)n1CCOc1ccccc1	-3.9	x	16	-12%	10%	12%	18	2%	0%
Cc1nn(CC(=O)Nc2ccc3c(c2)nc(CN2CCCC2)n3C)c(=O)c2ccccc12	-1.6	x	-16	-8%	-6%	-8%	u	-22%[57.1 µM]	-17%
CC1=NN(c2nc(-c3ccc(Cl)cc3)cs2)C(=O)C1	1.2	-67*	-2	u	-28%	-2%	-10	u	-11%
COc1cccc(N2CCN(c3nc(C)c(C)c(=O)[nH]3)CC2)c1	-0.4	4	4	12%	1%	0%	18	-3%	4%
Cc1ccc(S(=O)(=O)N2CCC3(CC2)OCCO3)cc1	-2.8	-1	-1	-14%	3%	1%	-9	8%	11%
O=C(O)[C@H](CO)Nc1ncnc2sc3c(c12)CCC3	0.5	u	1	-6%	0%	11%	-14	-5%	11%
C[C@H](O)[C@@H]1C(=O)N2CCc3c([nH]c4ccccc34)[C@@H]2C[C@@H]1N(C)Cc1ccc2c(c1)OCO2	-4.1	-17	-9	-4%	3%	3%	-25	7%	u
Nc1cc(=O)[nH]c(SCCOc2ccccc2)n1	0.0	0	-3	-4%	13%	-4%[7.66 µM]	-13	-7%	3%[7.66 µM]
COC(=O)Nc1ccc(S(=O)(=O)Nc2ccc(C(=O)O)cc2)cc1	0.9	-2	1	-8%	-2%	10%	-7	7%	10%
CCn1nnnc1SCC(=O)Nc1sc(C)c(C)c1C#N	0.3	-3	-5	-10%	3%	2%	-6	5%	3%
CC1(C)CC(=O)c2cc(OCC(=O)NCCCN3CCN(c4ccccc4F)CC3)ccc2O1	-0.7	x	-2	1%	0%	-13%	-55*	-7%	0%
O=C(CSc1nc2c([nH]c3ccccc32)c(=O)n1-c1ccc(Cl)cc1)c1ccccc1	x	x	1	x	2%	0%	x	x	4%
O=C1NNC(=O)C2C3C=CC(C4CC34)C12 (stereo not drawn)	-0.7	x	-11	0%	0%	6%	16	-12%	1%
OCc1csc(=Nc2ccccc2)n1-c1ccccc1	-1.3	6	-16	-9%	2%	10%	-10	12%	8%

A run of entries taken from the entries so far:
SMILES	IL-2 act	PI5P4K alpha inh	DRD3 agonist	PLK1 PBD block	GLP1R ag	GLP1R cytotox	D3 antag	WRN helicase inh	GLP1R inv ag
COc1ccccc1NC(=O)c1cc[n+](C)cc1	1.1	-1	2	-2%	3%	1%	13	7%	12%
Cc1ccc(C(C)C)c(OCC(O)CN(C)Cc2ccccc2)c1 (stereo not drawn)	-0.6	6	-7	-10%	22%	u	13	10%	u

(listing goes on)
SMILES	IL-2 act	PI5P4K alpha inh	DRD3 agonist	PLK1 PBD block	GLP1R ag	GLP1R cytotox	D3 antag	WRN helicase inh	GLP1R inv ag
COC(=O)c1ccccc1S(=O)(=O)NNC(=O)C1COc2ccccc2O1 (stereo not drawn)	-1.6	1	-3	-19%	5%	16%	-1	-2%	32%[activator]
CS(=O)(=O)N(CC(=O)O)c1ccc2c(c1)OCO2	-0.7	-4	4	-1%	0%	-1%	-9	-3%	0%
Cc1ccc(CNC(=O)CSc2nnc(CNC(=O)c3ccc(F)cc3)o2)cc1	-2.0	-1	7	-4%	-7%	-12%	17	-2%	-11%
CC(C)CC(=O)NCCCCc1ccccc1	-2.5	-7	2	-19%	4%	10%	-20	1%	-2%

Arranged by heavy-atom count (largest number first): part of the list above
SMILES	IL-2 act	PI5P4K alpha inh	DRD3 agonist	PLK1 PBD block	GLP1R ag	GLP1R cytotox	D3 antag	WRN helicase inh	GLP1R inv ag
CC1(C)CC(=O)c2cc(OCC(=O)NCCCN3CCN(c4ccccc4F)CC3)ccc2O1	-0.7	x	-2	1%	0%	-13%	-55*	-7%	0%
Cc1ccc(CNC(=O)CSc2nnc(CNC(=O)c3ccc(F)cc3)o2)cc1	-2.0	-1	7	-4%	-7%	-12%	17	-2%	-11%
COC(=O)Nc1ccc(S(=O)(=O)Nc2ccc(C(=O)O)cc2)cc1	0.9	-2	1	-8%	-2%	10%	-7	7%	10%
OCc1csc(=Nc2ccccc2)n1-c1ccccc1	-1.3	6	-16	-9%	2%	10%	-10	12%	8%
CS(=O)(=O)N(CC(=O)O)c1ccc2c(c1)OCO2	-0.7	-4	4	-1%	0%	-1%	-9	-3%	0%
CC(C)CC(=O)NCCCCc1ccccc1	-2.5	-7	2	-19%	4%	10%	-20	1%	-2%
O=C1NNC(=O)C2C3C=CC(C4CC34)C12 (stereo not drawn)	-0.7	x	-11	0%	0%	6%	16	-12%	1%
